GPR55 LPI antagonism: GPR55 antagonists blocking LPI-driven arrestin recruitment, primary screen, imaging, U2OS, beta-arrestin-GFP, LPI agonist (AID 2013) | G-protein coupled receptor 55 (Homo sapiens) | U2OS GPR55 beta-arrestin-GFP translocation imaging, LPI antagonism; higher % means a stronger effect | inhibition, % at 10 µM; hits with a dose series show IC50 in µM | actives 0.13% (n = 290,000);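 active = spots per cell inhibited over 60%, with over 100 cells counted and total cytoplasm intensity under 500,000; inconclusive = wells with under 100 cells, flagged as likely toxic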;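 also: U2OS cells stably carrying GPR55 and arrestin-GFP stimulated by 5 µM LPI near EC80; imaged beta-arrestin-GFP aggregate spots per cell after agonist stimulation; plate controls were LPI-stimulated DMSO wells for no effect and DMSO wells without LPI for full effect; some results filed as inactive read as strong as hits; confirmed hits need IC50 under 10 µM and bright autofluorescent wells are also inconclusive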
KOR beta-arrestin-1: KOR antagonists, beta-arrestin recruitment, cell-based, luminescence, uHTS (AID 1778); one-dose inhibition, % at 10 µM; IC50 in µM for titrated hits; KOR beta-arrestin recruitment, luminescence, antagonist mode; higher % means a stronger effect; actives 0.091% (n = 290,000); in the data active = inhibition above about 50%; also: strong numbers were not always called active
KOR beta-arrestin-2: KOR agonists, beta-arrestin recruitment, primary screen, cell-based, luminescence, uHTS (AID 1777); KOR beta-arrestin recruitment, luminescence; higher % means a stronger effect; actives 0.02% (n = 280,000); activation, % at 10 µM; hits with a dose series show EC50 in µM; in the data active = activation above about 50%, passing the limit was not always enough; also: a part of the inactive calls stands beside numbers as strong as those of hits
West Nile antiviral: West Nile virus antiviral activity, cell-based, CPE readout (AID 1621); West Nile virus-infected cells, CPE inhibition; higher % means a stronger effect; actives 0.02% (n = 290,000); CPE inhibition, % at 10 µM; hits with a dose series show IC50 in µM; in the data active = a potency from the dose series; inconclusive = CPE inhibition mostly from about 3.7% at the one dose, without a potency; inactive = the rest, 99 in 100 with CPE inhibition below about 2.2%; also: strong numbers were not always called active
GPR55 beta-arrestin: GPR55 agonists via beta-arrestin recruitment, primary screen, imaging, U2OS cells, beta-arrestin-GFP redistribution (AID 1961); G-protein coupled receptor 55 (Homo sapiens); U2OS GPR55 beta-arrestin-GFP redistribution imaging; higher % means a stronger effect; activation, % at 10 µM; hits with a dose series show EC50 in µM; actives 0.048% (n = 290,000);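 active = activation above 40% with more than 50 cells counted in the well; inconclusive = wells holding fewer than 50 cells, flagged as toxic or sparse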;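 also: U2OS osteosarcoma cells stably expressing GPR55 and beta-arrestin-GFP; plate controls were DMSO negative control for no effect and LPI positive control for full effect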
NOD1 NF-kB reporter: NOD1 signaling inhibitors, primary screen, cell-based, luminescence, uHTS (AID 1578) | actives 1% (n = 290,000) | one-dose inhibition, % at 4 µM; EC50 in µM for titrated hits | NOD1-driven NF-kB luciferase reporter cells, luminescence; higher % means a stronger effect; in the data active = inhibition mostly above about 36%, no sharp cut-off; inactive = mostly below about 34%;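 also: HEK-293T reporter cells stimulated with the NOD1 agonist gamma-tri-DAP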
HIV peptide binding: inhibitors of HIV fusion peptide binding, primary screen, biochemical, uHTS, fluorescence dequenching (AID 1986) | cell-free peptide binding, fluorescence dequenching, 30 min; higher % means a stronger effect | one-dose inhibition, % at 20 µM; IC50 in µM for titrated hits | actives 0.3% (n = 290,000); in the data active = inhibition mostly above about 52%, no sharp cut-off; inactive = mostly below about 76%; also: some results filed as inactive read as strong as hits
GPR35 arrestin U2OS: GPR35 antagonists blocking zaprinast-driven arrestin recruitment, primary screen, imaging, U2OS, beta-arrestin-GFP, zaprinast agonist (AID 2058); G-protein coupled receptor 35 (Homo sapiens); U2OS GPR35 beta-arrestin-GFP translocation imaging, zaprinast antagonism; higher % means a stronger effect; inhibition, % at 10 µM; hits with a dose series show IC50 in µM; actives 0.052% (n = 290,000);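 active = inhibition of at least 50% with at least 30 cells and total cytoplasm GFP at most 10,000,000; inconclusive = under 30 cells or total GFP of 10,000,000 plus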
NS5 inhibitors: Dengue-2 NS5 methyltransferase inhibitors, primary screen, biochemical, confirmation dose response (AID 588689) | Genome polyprotein (Dengue virus type 2 (strain 16681-PDK53)) | Dengue-2 NS5 methyltransferase capping enzyme assay, biochemical; higher % means a stronger effect | inhibition, % at 25 µM; hits with a dose series show IC50 in µM | actives 0.3% (n = 340,000); in the data active = a potency from the dose series; inconclusive = inhibition above about 29% without an active follow-up result
NS5 inhibitors pilot replicate: further read-out of NS5 inhibitors, marked with its call; inhibition, %; measured here: pilot screen replicate inhibition
Numbers without * were called inactive; ? = inconclusive; . = not tested or not shown; [ ] = remark or other dose. These rows are one share of the data; rates above refer to the full screens.

SMILES	GPR55 LPI antagonism	KOR beta-arrestin-1	KOR beta-arrestin-2	West Nile antiviral	GPR55 beta-arrestin	NOD1 NF-kB reporter	HIV peptide binding	GPR35 arrestin U2OS	NS5 inhibitors	others
CCN1CCCC1CNS(=O)(=O)c1cc(Br)cc2c1N(C(=O)C1CC1)CC2 (stereo unspecified)	-4%	-1%	-1.7%	-0.4%	-0.1%	-17%	-1.7%	-7%	5%
COc1cc2nc(NC(=O)c3ccco3)sc(=O)c2cc1OC	13%	13%	5.0%	-0.1%	0.3%	-10%	5.3%	-9%	-9%
COc1ccc(C2=NN(C(=O)CSc3nnc(C)n3C)C(c3ccco3)C2)cc1 (stereo unspecified)	7%	21%	1.3%	-0.5%	-0.2%	2%	1.2%	17%	-3%
O=C(c1cccc(C(F)(F)F)c1)C1CCCN(C(=O)c2cc(C3CC3)[nH]n2)C1 (stereo unspecified)	6%	-35%	-7.1%	-0.6%	-0.2%	2%	0.5%	-10%	-3%
CN(C)S(=O)(=O)c1cccc(C(=O)Nc2cc3c(cc2C(=O)O)OCCCO3)c1	5%	6%	-5.5%	0.1%	-0.2%	-4%	3.2%	-8%	-5%
O=C(c1ccc2c(c1)N(Cc1ccccc1)C(=O)c1ccccc1S2)N1CCCC1	-13%	5%	1.3%	1.2%	-0.1%	.	-1.9%	9%	0%
O=C(c1ccc2c(c1)OCO2)N1CCN(c2ccccn2)CC1	0%	-3%	-3.1%	0.2%	-0.2%	-32%	0.1%	8%	-4%
Nc1ccc(C(=O)OCC(=O)Nc2ccc3c(c2)OCO3)cc1[N+](=O)[O-]	1%	1%	5.3%	-0.2%	-0.3%	18%	0.6%	12%	2%
CN(CCOc1ccc(Cl)cc1)CC(=O)Nc1ccc(OC(F)(F)F)cc1	4%	-54%	2.6%	-0.8%	0.0%	1%	0.3%	-6%	-6%
C=CCNC(=S)N/N=C(\C)c1ccc(-n2ccnc2)cc1	6%	1%	2.7%	-0.6%	-0.3%	-34%	-0.7%	-18%	-18%
Fc1ccc2nc(N3CCCCC3)sc2c1	-3%	-26%	3.6%	-0.4%	-0.3%	-87%	3.6%	0%	-5%
Brc1ccc(-c2nnc(-c3cccc(Br)c3)o2)cc1	1%	29%	-3.2%	0.1%	-0.1%	.	-5.7%	10%	-2%
CN(CCCn1c(=S)[nH]c2ncccc2c1=O)Cc1ccccc1	17%	24%	-1.9%	-0.4%	0.3%	-5%	-1.7%	-1%	2%
O=C(O)C(Cc1c[nH]c2ccccc12)N1C(=O)C2C3c4ccccc4C(c4ccccc43)[C@@H]2C1=O (stereo partly specified)	12%	11%	2.7%	0.1%	0.2%	3%	8.3%	4%	0%
CCCc1cc(=O)oc2c3c(c4c(c12)OC(C)(C)C=C4)OC(C)C(C)C3O (stereo unspecified)	-3%	-18%	-1.3%	1.0%	0.2%	2%	1.0%	4%	4%
CCSc1nnc(NC(=O)c2ccc(C)o2)s1	16%	16%	-4.5%	0.1%	-0.2%	-24%	-1.0%	1%	-2%
COc1ccc(-c2nc(CN3CCC(C(=O)N4CCOCC4)CC3)c(C)o2)cc1OC	1%	22%	-4.3%	-0.4%	-0.1%	-7%	-0.6%	-10%	-5%
Cc1ccc(S(=O)(=O)/N=C(\N)Nc2nc(C)c3cc(C)c(C)cc3n2)cc1	2%	-33%	-2.5%	.	0.1%	27%	-0.6%	4%	-6%
O=C(NCCCn1ccnc1)c1cc(C(=O)C2CC2)c[nH]1	11%	-32%	-3.4%	-0.6%	0.3%	-12%	2.0%	18%	-17%
CCCCc1ccc(NC(=S)NCCc2ccc(F)cc2)cc1	-2%	-6%	-1.6%	-2.1%	-0.2%	-5%	-0.4%	-6%	-4%
CCOc1ccc(N(CC(=O)NC(C)(C)C)S(=O)(=O)c2c(C)noc2C)cc1	-12%	-28%	-7.9%	-0.1%	-0.1%	16%	30%	-2%	-4%
COc1ccc(CC(CC(=O)O)C(=O)NCc2ccccc2)cc1 (stereo unspecified)	6%	20%[20 µM]	.	1.3%	0.2%	-36%	0.4%	5%	-13%
CC(C)Nc1nc(-c2ccccc2)nc(-n2ccnc2)n1	21%	-13%	-0.6%	0.5%	0.0%	-41%	-1.6%	-11%	1%
Clc1ccc(Br)cc1-c1nc(-c2ccncc2)no1	2%	7%	1.2%	0.9%	-0.2%	-36%	-5.1%	7%	-6%
CC(C)N1CCc2c(sc(NC(=O)c3ccc(S(=O)(=O)N4CCOCC4)cc3)c2C(N)=O)C1	8%	21%	4.6%	0.7%	-0.5%	-18%	-1.6%	3%	-19%
S=C(NCc1ccco1)Nc1cc(-c2ccccc2)[nH]n1	8%	-56%[20 µM]	-2.5%	-0.7%	0.2%	-14%	6.3%	-2%	-10%
COc1ccc(Cl)cc1S(=O)(=O)NCc1cccs1	12%	48%	-4.8%	-0.2%	-0.1%	-20%	-1.5%	-6%	1%
CCN(CC)CCCNC(=O)CSc1nc(-c2ccc(F)cc2)cc(C(F)(F)F)n1	20%	4%[20 µM]	.	-0.3%	-0.1%	-33%	-1.1%	7%	-1%
O=C(C1CC1)N1CCN(c2ccc(F)cc2)CC1	8%	-9%	-2.5%	0.3%	-0.1%	-53%	1.3%	-8%	.
COC(=O)c1sc2ncccc2c1OCc1ccccc1Cl	18%	6%	2.8%	0.0%	-0.2%	-39%	-0.7%	-5%	-8%	NS5 inhibitors pilot replicate=-6.4
NC(=O)c1ccsc1NC(=O)c1ccc(S(=O)(=O)N2CCCC2)cc1	-7%	15%	-2.8%	-0.4%	-0.4%	-34%	-2.9%	1%	-1%
c1ccc(CSCc2cn3ccsc3n2)cc1	-5%	25%	1.3%	0.1%	-0.1%	.	-0.9%	3%	1%
C[C@H]1CCC(=O)N([C@H](CN=[N+]=[N-])Cc2ccccc2)CC1	8%	6%[20 µM]	-0.8%	1.0%	-0.1%	30%	-2.6%	-6%	1%
Cc1cccc(-n2c(SCC(=O)Nc3nonc3C)nnc2-c2ccoc2C)c1	22%	30%	-2.8%	0.1%	-0.1%	2%	-1.2%	8%	-10%
C=CCc1ccc(OCCOCCOc2cccc3ccc(C)nc23)c(OC)c1	27%	-6%	5.3%	-0.2%	-0.1%	1%	3.8%	-4%	-7%
C=CCn1cc(/C=N/N2C(=O)C3C4C=CC(C4)C3C2=O)c2ccccc21 (stereo unspecified)	-6%	4%[20 µM]	-2.3%	0.8%	0.2%	-32%	2.3%	-9%	-9%
C(=N\Nc1nc(N2CCCC2)nc(N2CCCC2)n1)/c1ccccc1OCc1ccccc1	14%	-3%	5.2%	-0.2%	-0.4%	8%	-1.8%	-28%	-7%
COC(=O)C1CSC(C(=O)OC)N1C(=O)Nc1ccc(Cl)c(Cl)c1 (stereo unspecified)	12%	-22%	0.7%	0.1%	-0.3%	-23%	2.1%	-6%	-7%
CCOc1cc2[nH]c(=S)n(CCC(=O)NCc3ccc(OC)cc3)c(=O)c2cc1OCC	20%	-1%	0.1%	.	-0.1%	-28%	1.4%	2%	0%	NS5 inhibitors pilot replicate=-3.9
Cc1nn(C)c(Oc2ccccc2)c1CCNS(=O)(=O)c1ccc(F)cc1	-4%	15%	3.3%	-0.7%	-0.3%	8%	4.7%	2%	-3%
COc1ccc2[nH]c(=O)c(CN(C(=O)COc3ccccc3)C(C)C)cc2c1	-17%	4%	4.9%	-0.1%	-0.2%	18%	3.9%	4%	-6%
Cc1ccc2c(CN3CCN(S(=O)(=O)c4ccc5c(c4)OCCO5)CC3)cc(=O)oc2c1C	5%	-24%	6.4%	0.4%	-0.1%	14%	2.5%	8%	-15%
O=C(Nc1ccc(F)cc1)c1cccnc1	11%	0%	-4.8%	0.0%	-0.2%	-35%	1.1%	4%	4%
Cc1ccccc1C(=O)NC1CCN(CC(=O)Nc2ccccc2)CC1	-7%	-8%[20 µM]	-6.5%	-0.4%	-0.2%	-21%	-0.2%	14%	2%
Nc1ccc2nc(CN3CCOCC3)[nH]c2c1	0%	8%	6.9%	.	-0.1%	-30%	1.0%	6%	6%
COc1ccccc1C(=O)NCC1CCN(c2ccc(S(=O)(=O)N3CCOCC3)cc2)CC1	8%	-12%	-12%	-0.9%	0.0%	-6%	2.5%	-3%	-2%
CCOc1ccc(-c2ccc(/C=C3/C(=N)N4C(C)=CSC4=NC3=O)o2)c([N+](=O)[O-])c1	-12%	-17%	-4.7%	-0.8%	0.7%	-2%	25%	-6%	0%
COC(=O)c1cccc(C(=O)N2CCC(CCC(=O)NCc3ccc(F)cc3)CC2)c1	-5%	-5%	-6.8%	0.0%	-0.2%	-26%	1.4%	-2%	-5%
O=C(Nc1ccccc1)N1CCN(CCc2ccccc2)CC1	0%	-74%[20 µM]	5.3%	-0.5%	0.2%	5%	-0.2%	0%	-1%
Cn1c(CNC(=O)c2ccco2)nnc1SCC(=O)N1CCN(c2ccccc2F)CC1	-5%	-19%	5.7%	0.1%	?	7%	-0.1%	-11%	-4%
Next structures follow.
SMILES	GPR55 LPI antagonism	KOR beta-arrestin-1	KOR beta-arrestin-2	West Nile antiviral	GPR55 beta-arrestin	NOD1 NF-kB reporter	HIV peptide binding	GPR35 arrestin U2OS	NS5 inhibitors	others
C[C@@H]1CCC2[C@](C)(CO)[C@@H](O)CC[C@]2(C)[C@@]12C[C@](CO)(CC(=O)O)CO2 (stereo partly specified)	7%	9%	-6.3%	1.7%	-0.3%	-9%	0.5%	11%	-5%
CCOC(=O)c1c(C)[nH]c(C)c1S(=O)(=O)NCC1CCN(Cc2cccc(F)c2)CC1	1%	11%	-4.1%	-0.3%	-0.1%	-11%	-0.1%	-5%	-3%
ClCC1NCC(c2ccccc2Cl)c2c1[nH]c1ccccc21 (stereo unspecified)	15%	14%	-0.7%	0.6%	-0.4%	-15%	4.1%	-4%	-41%
COc1ccc(N2CCN(Cc3cc(=O)oc4cc(C)c(Cl)cc34)CC2)cc1	5%	-22%	-3.5%	-0.5%	0.5%	-15%	1.3%	-9%	1%
Cc1cc(C=O)c(C)n1-c1sc2c(c1C(=O)O)CCCC2	10%	6%	-0.5%	-0.3%	-0.3%	-27%	0.8%	32%	-3%
COCCN(C(=O)c1ccco1)c1nc(-c2ccccc2)cs1	1%	-38%[20 µM]	-5.1%	-0.4%	0.4%	-38%	1.1%	-6%	.
O=C(NCCCn1ccnc1)c1nc(Cn2cc(Br)cn2)no1	15%	-8%	0.7%	-1.0%	-0.1%	-21%	-0.6%	3%	5%

Compound activity (PubChem)
